GPR151 ag: human GPR151 activation; activation, % at 11.2 µM; 650,000 compounds, 1% hits; AID 1508602; PathHunter beta-arrestin GPR151 cells, luminescence; Q8TDV0; in the data active = activation above about 4.9%;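 also: 0% = median of compound wells and 100% = cells with positive control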
Target sequence (Q8TDV0 whole entry, looked up): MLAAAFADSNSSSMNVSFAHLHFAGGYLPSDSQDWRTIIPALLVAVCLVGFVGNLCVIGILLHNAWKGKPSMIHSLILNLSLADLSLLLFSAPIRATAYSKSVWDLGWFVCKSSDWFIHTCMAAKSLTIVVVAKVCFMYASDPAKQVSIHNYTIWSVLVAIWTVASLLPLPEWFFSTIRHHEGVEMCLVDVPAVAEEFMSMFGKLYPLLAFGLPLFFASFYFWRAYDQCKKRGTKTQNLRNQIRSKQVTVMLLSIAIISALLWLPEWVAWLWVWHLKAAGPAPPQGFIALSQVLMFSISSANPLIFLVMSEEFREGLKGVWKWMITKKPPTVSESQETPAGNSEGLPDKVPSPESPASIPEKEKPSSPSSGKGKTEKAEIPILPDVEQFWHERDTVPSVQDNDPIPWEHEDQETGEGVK
TEAD-YAP block: TEAD-YAP interaction inhibition; 640,000 compounds, 1.4% hits; HEK-TIYL cells, TEAD-Gal4/YAP UAS-luciferase luminescence; inhibition, % at 9.12 µM; AID 1259422; in the data active = inhibition above about 32%;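 also: 0% = median of test compound wells and 100% = reference inhibitor wells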
MITF primary: inhibitors of human MITF; O75030; AlphaScreen MITF homodimerization, bead proximity signal; inhibition, % at 2.6 µM; 650,000 compounds, 0.91% hits; in the data active = inhibition above about 50%;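 also: 0% = vehicle wells with protein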
Target sequence (O75030 whole entry, looked up): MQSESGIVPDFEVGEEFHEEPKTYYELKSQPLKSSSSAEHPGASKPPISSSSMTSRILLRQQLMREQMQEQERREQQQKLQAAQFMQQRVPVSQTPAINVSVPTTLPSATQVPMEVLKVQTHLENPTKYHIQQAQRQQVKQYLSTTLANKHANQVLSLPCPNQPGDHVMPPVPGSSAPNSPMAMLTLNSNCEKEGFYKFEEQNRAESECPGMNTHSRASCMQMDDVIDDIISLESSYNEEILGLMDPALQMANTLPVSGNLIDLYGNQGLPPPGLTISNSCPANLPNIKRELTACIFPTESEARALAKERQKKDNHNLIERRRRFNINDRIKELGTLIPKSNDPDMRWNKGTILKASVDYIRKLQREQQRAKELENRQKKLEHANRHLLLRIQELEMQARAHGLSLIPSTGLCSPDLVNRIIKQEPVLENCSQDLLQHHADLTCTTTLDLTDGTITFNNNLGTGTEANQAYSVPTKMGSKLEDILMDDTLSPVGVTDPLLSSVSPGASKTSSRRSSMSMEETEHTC
FBW7 activator: human FBW7 E3 ligase activation, primary screen; Q969H0; AlphaScreen FBW7–phospho-cyclin E peptide binding, activator screen; normalized activity (activation), % at 26.1 µM; 650,000 compounds, 0.13% hits; in the data active = normalized activity above about 1.9%;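 also: purified mutant Fbw7 with reduced substrate affinity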
Starred values were filed as active, the others as inactive; · = no result given. This is a random part of the collection. About 3.4% of those tested had a hit in this group.

canonical_smiles	MITF primary	GPR151 ag	FBW7 activator	TEAD-YAP block
O=C(Nc1ccccn1)c1c(O)c2cccc3c2n(c1=O)CC3	12	3.4	-0.1	-27
COC(=O)c1ccc(C(=O)OC)c(NC(=O)c2ccccc2Cl)c1	-8	0.9	-1.1	-2
N#CCCCS(=O)(=O)c1nnnn1C1CCCCC1	-15	1.1	-0.1	·
N[C@@H](C(=O)N[C@@H]1C(=O)N2C(C(=O)O)=C(CSC3CNNN3)CS[C@H]12)c1ccc(O)cc1 (stereo partly specified) (tested in a mixture with another compound)	63*	1.8	-0.1	-1
O=C(Cn1ncc2c1-c1ccccc1OC2)Nc1ccc(Cl)cn1	18	1.2	-0.1	-1
Cc1ccc(Cl)cc1N1CCN(C(=O)C2C3CCC(C3)C2C(=O)O)CC1 (stereo unspecified)	-14	1.4	-0.1	-3
CC(C)c1ccccc1OCC(O)CN1CCN(CCO)CC1 (stereo unspecified)	10	1.9	0.1	11
Cc1ccc(S(=O)(=O)NC2=NS(=O)(=O)c3ccccc32)cc1	-12	0.3	0.2	6
CC(C)C(OC(=O)c1ccco1)C(=O)NCc1ccc2c(c1)OCO2 (stereo unspecified)	6	0.8	0.1	10
O=C1Nc2ccccc2/C1=N\N=C\c1ccc(Cl)c([N+](=O)[O-])c1	0	0.6	-0.2	10
O=C(CN(c1cccc([N+](=O)[O-])c1)S(=O)(=O)c1ccccc1)Nc1cccc(Cl)c1	-2	3.8	-0.3	0
C=CCn1c(COc2ccccc2F)n[nH]c1=S	0	0.5	0.1	-8
CC(C)CCNC(=O)c1cc(S(=O)(=O)N2CCOCC2)cn1C	-7	2.6	-0.1	-8
Cc1cccc(OCC(=O)NCCc2c[nH]c3ccccc23)c1	10	-2.2	0.1	-1
COc1ccc(Cc2nnc(C(=O)NCCc3ccccc3)o2)cc1OC	-21	0.4	-0.2	6
COc1ccc(-c2ccc(/C=C(\C#N)C(N)=O)o2)c([N+](=O)[O-])c1	6	-0.4	-0.3	-14
COc1ccc(CNC(=O)c2cc(-c3ccccn3)nc3ccccc23)cc1	-1	1.4	0.0	14
COc1cccc(CCNC2CCN(c3ccc(C(=O)NCc4cccnc4)cc3)CC2)c1	7	-0.4	0.0	-1
Cc1ccc(S(=O)(=O)NCCOC(=O)c2cc(C)nc3ccc(C)cc23)cc1	4	-0.4	-0.1	-1
O=C(Nn1c(Cc2ccccc2)nc2ccccc2c1=O)c1c(O)c2ccccc2[nH]c1=O	17	-0.6	0.9	-9
Cc1ccc(OC(=O)c2sc3ncn(Cc4ccccc4F)c(=O)c3c2C)cc1	11	0.9	0.8	-2
CN(C(=O)Cc1nc(N)n[nH]1)C1(C(=O)Nc2ccccc2)CCCCC1	64*	-0.9	-0.6	-4
COc1ccccc1C(=O)Nc1ccc2nc(SC(C)c3ccccc3)sc2c1 (stereo unspecified)	-4	2.6	-0.1	54*
CCCCCNC(=O)CCCCCn1c(=O)[nH]c2ccsc2c1=O	0	0.4	-0.1	-4
CCN(CC)S(=O)(=O)c1ccc(/C=C/C(=O)OCc2nc3ccccc3s2)cc1	4	0.4	-0.1	-19
O=P(O)(COc1ccccc1)COc1ccccc1	15	1.4	0.8	-9
CC1CCc2nn(CC(=O)NCc3cccnc3)cc2C1 (stereo unspecified)	4	3.0	0.0	1
COc1ccc(-c2nc(Nc3cc(OC)c(OC)c(OC)c3)c3ncn(C4CCCCC4)c3n2)cc1	3	-1.2	-0.2	4
Cc1nc2c(C(=O)NCc3ccc(F)cc3)cnn2c(C)c1Cc1ccccc1Cl	-1	0.8	0.0	-9
COc1ccc(C2CC(c3ccc(Br)cc3)=NN2C(=O)c2ccc(Br)o2)cc1 (stereo unspecified)	7	0.5	0.5	5

Profiles, quoted from the list.
COc1cccc(CCNC2CCN(c3ccc(C(=O)NCc4cccnc4)cc3)CC2)c1 is entered as MITF primary = 7; GPR151 ag = -0.4; FBW7 activator = 0.0; TEAD-YAP block = -1
COc1ccc(CNC(=O)c2cc(-c3ccccn3)nc3ccccc23)cc1 is entered as MITF primary = -1; GPR151 ag = 1.4; FBW7 activator = 0.0; TEAD-YAP block = 14
COc1ccc(C2CC(c3ccc(Br)cc3)=NN2C(=O)c2ccc(Br)o2)cc1 (stereo unspecified) is entered as MITF primary = 7; GPR151 ag = 0.5; FBW7 activator = 0.5; TEAD-YAP block = 5

Exported with values under each structure: entries from further up.
Each structure is followed by: MITF primary	GPR151 ag	FBW7 activator	TEAD-YAP block
> Cc1ccc(OC(=O)c2sc3ncn(Cc4ccccc4F)c(=O)c3c2C)cc1
 : 11	0.9	0.8	-2
> Cc1nc2c(C(=O)NCc3ccc(F)cc3)cnn2c(C)c1Cc1ccccc1Cl
 : -1	0.8	0.0	-9
> COc1ccc(C2CC(c3ccc(Br)cc3)=NN2C(=O)c2ccc(Br)o2)cc1 (stereo unspecified)
 : 7	0.5	0.5	5

(further entries)
canonical_smiles	MITF primary	GPR151 ag	FBW7 activator	TEAD-YAP block
O=C(Cn1nnc(C(=O)O)c1C(=O)O)Nc1ccc2c(c1)OCCO2	4	0.7	0.0	9
Cc1cc(C(=O)Nc2sc(C)c(C)c2C#N)no1	9	-0.3	0.1	-31
O=C(NCc1ccccc1F)Nc1ccc2c(c1)OCO2	1	2.7	0.0	-44
CCN(CC)C(=O)c1cn(C)c(=O)c2ccccc12	15	2.0	0.1	3
CCOC(=O)C1=CN(C)C=C(C(=O)OCC)C1c1cccc(F)c1	-14	0.0	1.8	5
Cc1cccc(N2C(=O)CC(c3cn(C)c4ccccc34)C2=O)c1 (stereo unspecified)	-12	1.5	-0.2	-3
COc1ccc2c(c1)CC(c1nc3c(OC)cc(-c4ncnc5[nH]cc(C)c45)cc3c(=O)[nH]1)CO2 (stereo unspecified)	4	-0.2	0.0	8
COc1cccc(C(=O)N(CN2CCCC2=O)c2cccc(Cl)c2)c1OC	13	0.9	0.1	12
CCOc1ccc(S(=O)(=O)n2c(C)nc3ccccc32)cc1C	-19	-1.0	-0.4	-12
O=c1c2cccc3cccc(c32)c2nc3ccc4ccccc4c3n12	-9	1.2	-0.1	6
O=C(CC1C(=O)NCCN1Cc1ccc(-c2ccccc2)cc1)NCC1CC1 (stereo unspecified)	9	-1.5	0.3	8
CCc1c(C(=O)c2ccc(C)cc2)oc2ccc3c(C)cc(=O)oc3c12	1	-0.2	0.2	-1
CCOC(=O)c1c(-c2ccc(OC)cc2)oc2ccc(OS(C)(=O)=O)cc12	-4	0.0	0.1	9
COc1cccc(CNC(=O)CCC2CCCN(Cc3nc(-c4ccccc4)no3)C2)c1 (stereo unspecified)	-1	0.8	0.1	6
CCC(C)NC(=O)CSc1nnc(-c2ccoc2C)n1CCc1ccccc1 (stereo unspecified)	1	-0.3	0.2	10
O=[N+]([O-])c1cccc(/C=C/c2cccc([N+](=O)[O-])c2)c1	1	1.1	0.0	12
CC(NC(=O)CSc1nc(O)cc(=O)n1-c1ccc(F)cc1)c1ccccc1 (stereo unspecified)	17	0.5	0.0	0
CCc1c(C)c(C#N)c2nc3ccccc3n2c1N1CCN(c2nc(C)cc(C)n2)CC1	10	-0.3	0.1	9
CCOc1ccc(NC(=O)CCN2CCc3ccccc3C2)cc1	16	0.0	0.6	-3
COc1ccc(-c2noc(N3CCCC(C(=O)NCCCN4CCCC4=O)C3)n2)cc1 (stereo unspecified)	5	-0.5	-0.1	2
O=C(O)C1CCCCC1C(=O)Nc1ccc(O)cc1 (stereo unspecified)	6	2.2	-0.3	1
CC(C)N1C(=O)/C(=C\c2ccc[nH]2)SC1=S	-5	-1.3	-0.2	6
CC1CCCCC1NC(=O)CN1CCC2(CC1)NC(=O)c1ccccc1O2 (stereo unspecified)	-15	0.6	0.0	-3
CCOC(=O)c1c(C)c(C(=O)NCc2ccc(OC)cc2)c(C)n1CC	22	-0.5	1.6	-13
COc1cccc(CC2(CO)CCCN(Cc3nc4ccccc4n3C)C2)c1 (stereo unspecified)	5	-1.3	0.0	-7
CCN(CC)c1ccc(/C=C2\C(=O)NC(=O)N(c3ccc(OC)cc3)C2=O)o1	-3	0.0	-0.3	-7
COc1ccc(C2CC(=O)N(CC(=O)Nc3cc(C)on3)c3ccccc3S2)cc1 (stereo unspecified)	7	-2.7	-0.1	26
CCOc1cc2[nH]c(=O)n(CCCC(=O)NCCc3ccccc3)c(=O)c2cc1OCC	3	-0.1	0.1	13
CC1CC(C)CN(S(=O)(=O)c2ccc(C(=O)Nc3nc(-c4ccncc4)cs3)cc2)C1 (stereo unspecified)	13	0.6	-0.1	5
CCOc1ccccc1CNc1sc2c(c1C(=O)Nc1ccc(OC)cc1OC)CCC2	15	11*	-0.1	1
CCc1ccccc1N(C(=O)c1ccccc1F)C1C=CS(=O)(=O)C1 (stereo unspecified)	10	2.2	0.1	-1
O=C(NC(=S)NCC1CCCO1)c1ccccc1 (stereo unspecified)	13	0.5	0.6	-6
CCOc1ccc(NC(=O)CCC(=O)NNC(=O)C(C)(C)C)cc1	6	-1.9	0.0	14
Cn1cc(CCC(=O)NC2CCN(Cc3ccccc3)CC2)c2ccccc21	1	5.9*	-0.2	-4
Cc1cc2ccccc2c(=O)n1CC(=O)N1CCN(c2cccc(Cl)c2)CC1	-13	-1.7	0.0	-4
COc1ccc(C(=O)N/N=C/c2cc([N+](=O)[O-])cc(OC)c2O)cc1	46	0.1	-0.8	20
O=S(=O)(O)c1ccc2nc(-c3ccc(Br)cc3)[nH]c2c1	0	0.9	-0.2	-7
COc1cc(Nc2nc(Cl)ncc2C)cc(OC)c1OC	10	1.0	0.1	6
Cc1ccccc1OCC(=O)NCC(c1ccc(N(C)C)cc1)N1CCCC1 (stereo unspecified)	6	2.3	-0.2	-1
CCc1ccc(-c2ccc(C(=O)Nc3cccc([N+](=O)[O-])c3)cc2)nc1	-6	2.3	0.1	4
N=c1c2c(-c3ccccc3)c(-c3ccccc3)oc2ncn1Cc1ccccc1	5	-0.1	1.1	-8
CN(Cc1ccccc1)S(=O)(=O)c1ccc(S(=O)(=O)n2cnc3ccccc32)cc1	-12	0.3	-0.1	-8
O=C(/C=C/c1cccc([N+](=O)[O-])c1)Nc1cccc(-c2nc3ncccc3o2)c1	7	4.5	0.0	7
O=C(CNc1ccc(I)cc1)N/N=C/c1ccccc1F	-3	0.0	0.0	5
COc1cc(C2C(C#N)=C(N)OC3=C2C(=O)CCC3)ccc1OC(=O)N1CCOCC1 (stereo unspecified)	-5	0.8	-0.1	0
Cc1cc(SCC(=O)c2cccs2)n2nc(C)nc2n1	16	-1.4	-0.1	-4
O=C(Cn1[nH]c(=O)c2ccccc2c1=O)OCc1cccc(C(F)(F)F)c1	-6	0.7	-0.1	-1
COc1cc(C2CC(=O)N3CN(c4ccc(F)cc4)CSC3=C2C#N)ccc1O (stereo unspecified)	4	1.5	-0.2	3
CC(=O)c1ccc(OCCCC(=O)Nc2ccccc2N2CCOCC2)cc1	7	0.0	0.2	-1
COc1cc(NS(C)(=O)=O)ccc1Nc1c2ccccc2nc2ccccc12	-18	0.5	0.0	-4
CC(C)Cn1c(=O)c2ccccc2n2c(SCC(=O)N(C(C)C)C(C)C)nnc12	4	-1.0	0.0	-9
O=C(CN1CCC(c2nc3ccccc3s2)CC1)NCc1cccs1	13	-0.7	0.0	3
O=C(NCc1ccc(Br)cc1)C(=O)c1c[nH]c2ccccc12	6	0.3	0.0	0
CC(C)n1c(-c2cccc(N)c2)nc2c(NCCOc3ccccc3)ncnc21	11	-1.4	-0.3	4
COc1ccc(C(=O)N2CCC(C(=O)Nc3cccc4ccccc34)CC2)cc1OC	17	0.4	0.7	14
COc1cccc(CN2CCN(Cc3cccc4ncccc34)CC2CCO)c1 (stereo unspecified)	-9	-1.1	-0.1	3
C=CCC1(CC=C)CCCN1C(=O)CC1C(=O)NCCN1CCc1ccccc1 (stereo unspecified)	20	0.2	0.0	4
NC(=O)c1cccc(CC(=O)c2ccccc2)c1	-11	-1.2	0.0	-11
Cc1ccc2nc(NCCNC(=O)C(F)(F)F)c(C#N)cc2c1	-10	-1.2	0.0	3
CC(=O)Nc1ccc(Cl)c(-c2nc3cc(Cl)ccc3o2)c1	-1	-0.9	-0.1	-8

Source: PubChem BioAssay
